mcGAS inh: mouse cGAS inhibition by luminescence; hit rate 0.15% among 160,000; recombinant cGAS, Kinase-Glo ATP depletion luminescence; inhibition, % at 12.5 µM; AID 1259399;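 note: 0% = negative control wells and 100% = reference inhibitor with no enzyme activity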
NPYLR7 agonist: mosquito NPYLR7 agonism. AID 1259423. hit rate 0.15% among 270,000. HEK293T NPYLR7/Galpha15, GCaMP6s calcium fluorescence. activation, % at 10 µM; in the data active = activation above about 40%;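 note: 0% = vehicle and 100% = reference agonist at the receptor; some compounds past the cut are filed as inactive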
hcGAS lum: human cGAS inhibition. Q8N884. recombinant h-cGAS, ATP depletion, Kinase-Glo luminescence. inhibition, % at 12.5 µM. hit rate 0.081% among 290,000. AID 1259398;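 note: 0% = vehicle reaction and 100% = reaction without DNA for no activity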
Target sequence (Q8N884 whole entry, looked up): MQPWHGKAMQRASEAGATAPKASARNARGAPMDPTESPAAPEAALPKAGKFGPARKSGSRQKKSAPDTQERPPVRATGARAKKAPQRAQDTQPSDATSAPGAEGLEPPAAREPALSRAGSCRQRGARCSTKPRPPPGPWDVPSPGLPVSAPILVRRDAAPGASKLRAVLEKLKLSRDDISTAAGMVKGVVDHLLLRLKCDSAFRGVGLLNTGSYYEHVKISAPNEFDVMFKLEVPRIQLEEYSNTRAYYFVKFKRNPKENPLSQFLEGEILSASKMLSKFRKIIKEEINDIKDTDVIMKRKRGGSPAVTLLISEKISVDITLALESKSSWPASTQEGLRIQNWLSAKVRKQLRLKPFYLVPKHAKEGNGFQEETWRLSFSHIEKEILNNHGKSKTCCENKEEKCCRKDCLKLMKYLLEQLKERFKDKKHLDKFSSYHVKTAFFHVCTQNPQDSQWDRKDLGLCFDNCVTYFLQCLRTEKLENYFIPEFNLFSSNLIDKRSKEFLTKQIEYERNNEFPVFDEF
The depositor's hits bear a star; nt = no result given; & = joins results of further samples. Cut-off read from the data, not from the text of the source, unless noted: active = inhibition above about 40%; inactive = the rest.

SMILES	mcGAS inh	NPYLR7 agonist	hcGAS lum
Cc1ccc(C(c2c(O)cc(C)n(Cc3ccccc3)c2=O)N2CCN(CCO)CC2)cc1 (stereo not given)	nt	2	-10
c1ccc(C2c3cccn3CCCN2Cc2ccccn2)cc1 (stereo not given)	-4	9	-6
CCc1nc2ccc(C(=O)Nc3ccc(NC(C)=O)cc3)cn2c1N(C)C(=O)COc1ccccc1	0	9	-3
O=C1CC(c2ccccc2)CC2=Nc3ccccc3NC(c3ccc(Cl)cc3Cl)C12 (stereo not given)	-5	-9	2
COCCn1c(=O)c2c(nc3n2CC(C)CN3c2cccc(Cl)c2)n(C)c1=O (stereo not given)	nt	2	-5
COc1ccc(OC)c(-c2cnc(-c3cccc(CNC(=O)Cc4cccs4)c3)[nH]2)c1	-2	13	-2
CC(OC(=O)CNC(=O)c1ccc(C(C)(C)C)cc1)C(=O)N1CCCC1 (stereo not given)	nt	5	-8
CCOC(=O)C1CCN(C(=O)CCCCSc2nnc(Cc3ccccc3)n2-c2ccc(Cl)c(Cl)c2)CC1	-2	5	-5
CN(C)CCN(C(=O)CCS(=O)(=O)c1ccccc1)c1nc2c(F)cc(F)cc2s1	-4	-6	-8
CCN1C(=O)N(CCCc2cccnc2)C(=O)C12CCN(Cc1cn(C)c3ccccc13)CC2	-6	16	5
CCC(CC(=O)Nc1ncc(C(N)=O)cc1Cl)C(C)C (stereo not given)	-16	-4	-9
CN(C(=O)CNC(=O)c1ccc(C(C)(C)C)cc1)c1ccc(O)cc1	nt	9	-5
COc1ccccc1OCc1nc(CN(C(=O)c2ccc(F)cc2)C(C)C)cs1	-5	22	-4
COc1ccc(C(=O)N(CCCn2ccnc2)c2nc3c(C)c(C)ccc3s2)cc1OC	-9	-10	-3
O=C(Nc1cccc(C(F)(F)F)c1)N1CCSC1c1ccc(Cl)cc1Cl (stereo not given)	-2	0	-4
COc1ccc(CN(Cc2nc(C(=O)Nc3ccc(F)cc3)co2)C(C)C)cc1	-5	12	-6
Cc1nc(SCc2ccccc2)c(C#N)c(C)c1C	-4	4	0
CCc1nc2ccc(C(=O)NCCc3ccccn3)cn2c1N(CC)CCOC	-1	-6	-4
Cc1nn(-c2ccccc2)c(C)c1/C=C/C(=O)NC(C)(C#N)C(C)C (stereo not given)	-15	1	-5
CC1=NOC(C)(CNC(=O)NC2CCCC2)C1 (stereo not given)	-3	nt	0
c1ccc(-c2ccc3nc(-c4ccccc4)c(CN4CCNCC4)n3c2)cc1	nt	15	-3
CC(NS(=O)(=O)Cc1ccc(C#N)cc1)c1ccco1 (stereo not given)	-6	11	-6
O=C(Cc1c(Cl)cccc1Cl)N(Cc1nc2ccccc2c(=O)[nH]1)CC1CCCO1 (stereo not given)	-6	0	-7
Cc1nc(-n2nnc3ccccc32)c2c3c(sc2n1)CCC3	-4	-1	-8
Cc1cc(C)c(S(=O)(=O)N(CC(=O)N2CCc3sccc3C2c2ccc(F)cc2)C2CC2)c(C)c1 (stereo not given)	-5	19	-2
CCOC(=O)c1c(C)[nH]c(C(=O)n2nc(N3CCCCC3)nc2N)c1C	nt	1	-8
COc1ccc(OC)c(C2SCC(=O)N2CCO)c1 (stereo not given)	-5	1	-1
COc1ncccc1-c1nn(C)c2ccc(C)cc12	nt	-1	-3
O=C(NC1CCCCCCC1)c1cnn(-c2ccc(Cl)nn2)c1C(F)(F)F	nt	-2	-5
O=S(=O)(Nc1cc(F)ccc1F)c1ccc(Cl)cc1	nt	2	-1
COc1ccc(-c2noc(-c3cccn(CC(=O)Nc4cccc(C)c4)c3=O)n2)cc1OC	-7	nt	-4
COc1ccc(S(=O)(=O)N2CCCC2)cc1N(C)S(C)(=O)=O	nt	13	-6
Cc1cnc(NC(=O)NCC2CCCC(CNC(=O)Nc3ncc(C)s3)C2)s1 (stereo not given)	nt	-1	-4
CC(C)CCc1cc(=O)n(C2CCS(=O)(=O)C2)[nH]1 (stereo not given)	-7	nt	-13
COc1ccc(OC)c(Nc2nc(NCC3CCCO3)nc3c2cnn3-c2ccccc2)c1 (stereo not given)	-9	2	-5
CCc1ncc(C(=O)N2CCc3[nH]c4ccc(OC)cc4c3C2)cn1	nt	2	-3
CC1CCCN1C(=O)c1cc(N2CCN(c3cccc(C(F)(F)F)c3)CC2)nc2ccccc12 (stereo not given)	-6	3	-4
COc1cccc(N2C(=N)C(c3ccc(Cl)cc3)C(=O)C2C)c1 (stereo not given)	-6	4&-2	-4&-4
Cc1ccc(C(=O)N2CCSC2c2ccccc2F)cc1 (stereo not given)	-4	12	-10
CCn1cc(CNC(=O)C2(c3cccs3)CC2(C)C)cn1 (stereo not given)	-13	12	0
CCOc1ccccc1NC(=O)c1c(NC(=O)c2ccccc2Cl)sc2c1CCC(C)C2 (stereo not given)	-9	4	-5
Nc1ccc(Oc2ccc(Oc3ccc(N)cc3)cc2)cc1	-3	-2	-7
COc1ccc(C(=O)N2CCN(c3ncnc4c3nnn4Cc3ccccc3)CC2)cc1	-6	-5	-5
Cc1ccc2nc(C)c(Cl)c(=O)n2c1	nt	0	-7
CC(NC(=O)c1ccco1)C(=O)N1CCCCC1C1OCCO1 (stereo not given)	nt	6	-3

Continued; it opens with the four that closed the last part.
SMILES	mcGAS inh	NPYLR7 agonist	hcGAS lum
Nc1ccc(Oc2ccc(Oc3ccc(N)cc3)cc2)cc1	-3	-2	-7
COc1ccc(C(=O)N2CCN(c3ncnc4c3nnn4Cc3ccccc3)CC2)cc1	-6	-5	-5
Cc1ccc2nc(C)c(Cl)c(=O)n2c1	nt	0	-7
CC(NC(=O)c1ccco1)C(=O)N1CCCCC1C1OCCO1 (stereo not given)	nt	6	-3
CCOc1ncccc1CN1CCC(C(=O)NC23CC4CC(CC(C4)C2)C3)CC1	-3	-18	-9
Cc1ccc(/C=C/C(=O)NCCN2CCCS2(=O)=O)o1	nt	-5	-16
CC(C)Cc1csc2nc(Cc3cccs3)[nH]c(=O)c12	-7	6	-11
Cc1c(C(=O)NCc2ccc3c(c2)OCCO3)sc(=O)n1Cc1ccc2c(c1)OCO2	nt	-3	-5
Cc1cc(C)c2c(c1C(=O)NC1CCOC1=O)CC(C)(C)C2=O (stereo not given)	-7	1	-6
O=C1OC(c2ccc(N3CCCC3=O)cc2)=NC1=Cc1cccs1	-6	8	-5
COc1ccccc1-n1c(CNC(=O)c2ccc(S(=O)(=O)N(C)C)cc2)nnc1SCC(=O)Nc1ccccc1F	nt	-11	1
CCC(C)N(Cc1ccc(N(CC)CC)cc1OS(=O)(=O)c1ccc(NC(C)=O)cc1)C(=O)C(C)C (stereo not given)	-4	31	-7
Cc1nn(C)c(C)c1S(=O)(=O)N1CCCC(C(=O)c2ccc3c(c2)OCO3)C1 (stereo not given)	-8	1	-7
O=C(NC1CC1)c1cc2n(n1)CCCN(C(=O)Cc1c[nH]c3ccccc13)C2	-17	22	-3
COc1ccc(C2=NNC(=Nc3ccccc3OC)SC2)cc1	nt	19	-16
Cc1ccc(F)c(Cn2cc(C3CC=CCC3)nn2)c1F (stereo not given)	nt	3	-7
Cc1ccc(NC(=O)c2cccn(OCc3ccccc3F)c2=O)cc1	-5	4	0
CCOC(=O)CN(C(=O)COc1ccccc1)[C@@H]1C[C@@H]2CO[C@H](c3ccccc3)C[C@@H]2C1	-8	31	-4
N#CC(NC(=O)c1nn(-c2ccccc2F)c2c1CCC2)C1CC1 (stereo not given)	nt	2	3

Compound profiles (already shown). Screens in order: mcGAS inh	NPYLR7 agonist	hcGAS lum
`Cc1ccc(F)c(Cn2cc(C3CC=CCC3)nn2)c1F` (stereo not given) is entered as nt	3	-7
`COc1ccc(C2=NNC(=Nc3ccccc3OC)SC2)cc1` is entered as nt	19	-16
`O=C(NC1CC1)c1cc2n(n1)CCCN(C(=O)Cc1c[nH]c3ccccc13)C2` is entered as -17	22	-3
`Cc1nn(C)c(C)c1S(=O)(=O)N1CCCC(C(=O)c2ccc3c(c2)OCO3)C1` (stereo not given) is entered as -8	1	-7
`COc1ccccc1-n1c(CNC(=O)c2ccc(S(=O)(=O)N(C)C)cc2)nnc1SCC(=O)Nc1ccccc1F` is entered as nt	-11	1

Following part:
SMILES	mcGAS inh	NPYLR7 agonist	hcGAS lum
CC(NC(=O)C1CCN(CCOc2ccc(Cl)cc2)CC1)c1ccc(F)cc1 (stereo not given)	nt	4	-1
COCc1cc(C)nc(OCC(=O)N/N=C\c2cccnc2)c1C#N	-5	-2	-5
COc1ccc(S(=O)(=O)NC2CC2)cc1NC(=O)C1=Cc2ccccc2OC1	0	0	7
Cn1c(CNC(=O)c2ccc3oc(Cc4ccc(Cl)cc4)nc3c2)nc2ccccc21	nt	5	-6
COc1ccc(C(=O)N2CCN(C(C(=O)NCCCN3CCOCC3)C3CCCC3)CC2)cc1OC (stereo not given)	-3	0	-3
CN(C)S(=O)(=O)c1ccc(Cl)c(NS(=O)(=O)c2ccc3ccccc3c2)c1	nt	6	0
O=C(C1=C(O)C(=O)N(CCN2CCOCC2)C1c1ccco1)c1ccco1 (stereo not given)	nt	11	-9
Cc1nc(-c2ccc(C(F)(F)F)cc2)nc(N2CCN(C(=O)C(C)Cl)CC2)c1C(C)C (stereo not given)	-7	15	-9
CCc1cc(CN(C)C(=O)c2cnc(-c3cccnc3)nc2)on1	-16	-2	-5
COc1ccc2c(=O)c(Oc3ccc(C(=O)Nc4ncc([N+](=O)[O-])s4)cc3)c(C)oc2c1	-4	-4	-3
CCOC(=O)Cc1c(C)nc2ncnn2c1N1CCC(C(=O)OCC)CC1	-5	23	-1
O=C1NC2(CCN(C(=O)COCc3ccccc3)CC2)Nc2cc(F)c(F)cc21	-4	2	-7
Cc1ccc(C(=O)N2N=C(c3ccccc3)CC2c2ccc(N(C)C)cc2)cc1 (stereo not given)	-3	-10	-1
O=C(C1CCC(=O)N(C2CCCCCC2)C1)N1CCC2(C=Cc3ccccc32)CC1 (stereo not given)	nt	3	-4
Cc1cccc2c1NC1(CCN(S(=O)(=O)c3cc(Cl)ccc3Cl)CC1)NC2=O	0	-1	2
CCCN(C(=O)c1cccs1)C1CCN(C(=O)c2ccc(COC)cc2)CC1	nt	5	-12
Cc1ccc(C2(O)CCN(C(=O)CCn3nnc4ccccc43)CC2)nc1	nt	11	4
CCOC(=O)CCC(=O)N(CC(=O)Nc1cc(C(C)(C)C)nn1-c1ccc(Cl)c(Cl)c1)Cc1ccco1	-4	0	0
Cc1ccc(OCC2CN(C(=O)c3ccccc3C#N)CCO2)cc1 (stereo not given)	-4	-3	-3
Cc1ccc(N2CCN(c3cc(Oc4ccccc4C)ncn3)CC2)cc1	-3	6	-3
COC(=O)c1ccc(CN2CCN(Cc3ccc(OC)c(C)c3)C(CCO)C2)cc1 (stereo not given)	nt	-7	-3
Cc1cccn2c(=O)nc(SCC(=O)NCc3ccccc3Cl)nc12	nt	4	-12
COc1ccc(-c2cn3c(n2)SCC3)cc1	nt	2	3
O=C(/C=C/c1ccccn1)N(CC1CCN(C2Cc3ccccc3C2)CC1)CC1CCCO1 (stereo not given)	-2	-12	6
Cc1ccc(C(=O)OCc2cc(=O)n3[nH]ccc3n2)c(C)c1	nt	7	-3
CCOC(=O)c1ccc(-c2n[nH]c(=O)c3ccccc23)cc1	-5	6	-4
Cn1cnnc1Sc1ccc(S(=O)(=O)N2CCOCC2)cc1[N+](=O)[O-]	nt	1	-10
COC(=O)c1c(N)sc2c1CCC2	nt	-9	-6
COc1ccc(-c2[nH]ncc2CNCCc2ccc(Cl)cc2)cc1F	-3	-2	-4
CC1(C)O[C@@H]2C[C@@](OCc3ccccc3F)(C(=O)NCC3CCCO3)CC(OCc3cccc(OC(F)(F)F)c3)[C@@H]2O1 (stereo not given in full)	-4	5	7
COc1ccnc(C(=O)NC(C)CN(C)C(=O)c2cc(OC)ccn2)c1 (stereo not given)	nt	-6	1
CN(Cc1cccc(C#N)c1)Cc1cc2c(cc1O)OCO2	-8	-1	-18
CCOC(=O)c1c(NC(=O)CSc2nc3ccccc3s2)sc2c1CCCC2	nt	-4	-5
C#CCOCC(O)CN(Cc1ccco1)Cc1ccccc1OC (stereo not given)	-4	-7	-6
Cc1nc(N2CCSCC2)c2c3c(sc2n1)CCCC3	-7	nt	-7
CCOC(=O)C1(Cc2ccc(OC)cc2)CCN(C(=O)c2oc(C)cc2C)CC1	-2	4&9	-4&-6
Cc1cc(C)cc(-c2nc3cc(C)ccn3c2NC(=O)CCl)c1	42*	-10	-6
COc1ccc(OCc2ccc(-c3nc(C#N)c(N(C)Cc4ccccc4)o3)o2)cc1	-9	0	-6
CCOC(=O)c1cc(-c2cccc(NC(=O)c3cc(C)oc3C(F)(F)F)c2)n(-c2cccc(C)c2)n1	-6	22	-3
CCOc1ccc2nc(N3CCCC3C(=O)N3CCCOc4c(cccc4OC)C3)nc(C)c2c1 (stereo not given)	-4	-2	3
CC(=O)N1CCc2c(sc(NC(=O)C3CCCCC3)c2-c2nc3ccccc3s2)C1	nt	1	2
COc1ccc(-c2noc(CN3CCC(C(N)=O)(N4CCCCC4)CC3)n2)cc1	nt	4	-1
COc1ccc(OC)c(-c2cnc(-c3ccc(CNC(=O)COc4ccccc4)cc3)[nH]2)c1	-3	6	-3
c1ccc(-c2ncn(CCc3cnc[nH]3)c2-c2ccncc2)cc1	-10	7	-3
CC1C(=O)N(c2ccc3c(c2)CCC3)CCN1C(=O)c1ccc(Cl)c(Cl)c1 (stereo not given)	2	-2	1
CCc1ccc(S(=O)(=O)Nc2ccc(-c3cn4nc(OC)ccc4n3)cc2)s1	-1	-6	-2

High-throughput results from PubChem.
